# PfHsp40 rescue: rescue of yeast from PfHsp40 toxicity, primary screen, S. cerevisiae, ATP luminescence. S. cerevisiae expressing PfHsp40, growth rescue. growth rescue, % at 12.5 µM. 0.68% of 340,000 active. AID 504582, 2011; in the data active = growth rescue above about 28%, passing the limit was not always enough;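 note: yeast W303a lacking pdr1 and pdr3 grown in galactose medium; growth measured after three days at 30 °C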
# SARS 3CLpro inh: SARS-CoV 3CLpro protease inhibitors, primary screen, biochemical, quenched FRET; 0.14% of 290,000 active; Replicase polyprotein 1ab (Severe acute respiratory syndrome coronavirus), P0C6X7; recombinant SARS-CoV 3CLpro, quenched FRET peptide cleavage; inhibition, % at 6 µM; AID 1706, 2009; in the data active = inhibition above about 12%
# PriA SSB inh: inhibitors of Klebsiella pneumoniae PriA binding to SSB C-terminal tail, primary screen, biochemical, AlphaScreen; PriA–SSB C-terminal tail interaction (Klebsiella pneumoniae); AlphaScreen SSBct-PriA binding, biotinylated peptide; inhibition, % at 33 µM; 0.6% of 430,000 active; in the data active = inhibition mostly above about 37%, no sharp cut-off; inactive = mostly below about 20%;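 note: plate controls were negative control peptide for no effect and reference peptide for full effect; strong numbers were not always called active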
# CCHF vOTU inh: CCHFV vOTU protease inhibitors, primary screen, biochemical, Pep-AMC substrate, fluorescence; inhibition, % at 11.5 µM; AID 651958, 2012; 0.55% of 370,000 active; in the data active = inhibition above about 30%; note: 0% = vehicle wells with enzyme and 100% = no enzyme wells
# BoNT A protease: BoNT/A light chain protease inhibitors, primary screen, biochemical, flow cytometry, MLPCN library. Botulinum neurotoxin type A light chain protease (Clostridium botulinum A str. ATCC 3502). multiplex microsphere protease substrate cleavage. inhibition, % at 10 µM. 0.17% of 360,000 active. AID 588499, 2011; note: plate controls were buffer without enzyme for full effect and enzyme alone for no effect
# Yp Topo-I inh: Yersinia pestis topoisomerase I inhibitors, primary screen, biochemical, cleavage product accumulation, plate reader, single point. Y. pestis Topo-I cleavage product accumulation. activity, % at 10 µM. 0.064% of 360,000 active. AID 504884, 2011; in the data active = activity above about 50%, passing the limit was not always enough; note: inactives centre near 2
# DUSP3 inh: VHR1 phosphatase inhibitors, primary screen, biochemical, absorbance, uHTS. inhibition, % at 13.3 µM. recombinant VHR phosphatase, pNPP absorbance. 0.52% of 290,000 active; in the data active = inhibition above about 50%; note: some compounds called inactive have numbers as strong as hits
# Target sequence (P51452 whole entry, looked up): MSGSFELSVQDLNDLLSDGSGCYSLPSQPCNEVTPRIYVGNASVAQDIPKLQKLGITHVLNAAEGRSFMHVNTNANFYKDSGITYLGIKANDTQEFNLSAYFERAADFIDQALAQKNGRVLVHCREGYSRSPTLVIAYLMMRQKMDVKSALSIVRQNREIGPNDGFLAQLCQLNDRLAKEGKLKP
# TcdB GH inh: TcdB glycohydrolase inhibitors, primary screen, biochemical, single point, plate reader; inhibition, % at 9.99 µM; TcdB glycohydrolase enzymatic assay; Toxin B (Clostridioides difficile), P18177; 0.24% of 350,000 active; in the data active = inhibition above about 10%
# Anthrax LF inh2: Bacillus anthracis LF protease inhibitors, primary screen, biochemical, multiplex microsphere, MLPCN library; multiplex microsphere protease cleavage assay; inhibition, % at 10 µM; 0.12% of 360,000 active; AID 588501, 2011; note: plate controls were buffer without enzyme for full effect and enzyme alone for no effect
# Target sequence (P15917 whole entry, looked up): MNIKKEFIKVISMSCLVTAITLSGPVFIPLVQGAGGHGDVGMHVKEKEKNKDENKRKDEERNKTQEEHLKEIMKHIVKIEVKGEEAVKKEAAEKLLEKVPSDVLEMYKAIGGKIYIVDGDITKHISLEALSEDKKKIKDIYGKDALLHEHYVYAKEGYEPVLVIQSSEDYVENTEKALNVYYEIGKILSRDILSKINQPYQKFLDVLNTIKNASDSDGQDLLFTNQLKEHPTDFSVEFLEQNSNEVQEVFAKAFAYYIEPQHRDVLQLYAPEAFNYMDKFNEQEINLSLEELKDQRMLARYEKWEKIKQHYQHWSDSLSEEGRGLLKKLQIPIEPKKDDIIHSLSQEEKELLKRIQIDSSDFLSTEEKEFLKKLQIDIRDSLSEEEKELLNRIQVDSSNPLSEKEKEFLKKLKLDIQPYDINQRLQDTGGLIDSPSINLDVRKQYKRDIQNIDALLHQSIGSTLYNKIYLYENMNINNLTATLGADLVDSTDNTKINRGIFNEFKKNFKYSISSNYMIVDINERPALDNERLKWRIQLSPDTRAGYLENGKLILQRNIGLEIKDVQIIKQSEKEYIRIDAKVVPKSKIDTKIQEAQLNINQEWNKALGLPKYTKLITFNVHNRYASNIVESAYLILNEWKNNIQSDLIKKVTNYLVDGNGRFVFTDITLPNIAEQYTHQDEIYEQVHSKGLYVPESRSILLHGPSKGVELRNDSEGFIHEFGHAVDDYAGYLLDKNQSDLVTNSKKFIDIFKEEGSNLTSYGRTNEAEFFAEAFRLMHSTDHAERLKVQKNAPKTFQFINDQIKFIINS
# BH1578 lux ind: inducers of Vibrio cholerae quorum light production without autoinducers, primary screen, BH1578 luxS cqsA deficient, single point; V. cholerae BH1578 lux reporter, luminescence, 6 h; AID 588436, 2011; 0.16% of 350,000 active; activation, % at 18.7 µM; in the data active = activation mostly above about 9.7%, no sharp cut-off; note: not every result past the cut was called active; inactives centre near 0; reference of the scale not given here
# * hit, by the source's call; i = inactive; . = not tested or not shown. Cut-off read from the data, not from the text of the source, unless noted: active = inhibition above about 30%; inconclusive = no clear call, values can overlap the other calls; inactive = below that. A portion of the library, so the mix of outcomes need not match the whole.
# The opening eight entries as a preview:
SMILES,PfHsp40 rescue,SARS 3CLpro inh,PriA SSB inh,CCHF vOTU inh,BoNT A protease,Yp Topo-I inh,DUSP3 inh,TcdB GH inh,Anthrax LF inh2,BH1578 lux ind
Cc1cc(OCC(=O)OCC(=O)NC2CCCCCC2)ccc1Cl,-0.9,.,12,-16,-5.5,-2,.,-0.3,1,4.2
CCC(C)Nc1nc2c(c(=O)n(C)c(=O)n2C)n1Cc1cccc(C)c1 (configuration not stated),0.2,2,0,13,-0.2,3,18,.,-1,4.0
COc1ccc(NC(=O)CS(=O)CC(=O)Nc2ccc(NC(C)=O)cc2)cc1 (configuration not stated),0.9,4,-3,15,-0.3,0,25,1.0,3,-0.3
CCOC(=O)c1[nH]c2cc(OC)c(OC)cc2c1NC(=O)C(C)N1CCN(Cc2ccccc2)CC1 (configuration not stated),0.8,0,12,-15,0.8,14,-23,.,-4,8.3
O=C(O)c1cn(-c2ccc(F)cc2)c(=O)c2ccccc12,-1.2,-6,-3,-7,-0.1,-5,33,-0.6,-1,-0.2
Cc1ccc(S(=O)(=O)N(C)CCN(C)S(=O)(=O)c2ccc(C)cc2)cc1,2.8,.,-10,-3,-0.3,3,.,2.7,5,.
Cc1ccc(OCC(O)CN2CCN(Cc3ccc4c(c3)OCO4)CC2)cc1C (configuration not stated),-0.4,3,3,-12,-0.1,15,2,0.3,-2,i
Brc1cccc(OCCCCn2cncn2)c1,0.7,0,-14,6,-3.0,2,9,0.4,-8,i

# The listing, repeating the preview:
SMILES,PfHsp40 rescue,SARS 3CLpro inh,PriA SSB inh,CCHF vOTU inh,BoNT A protease,Yp Topo-I inh,DUSP3 inh,TcdB GH inh,Anthrax LF inh2,BH1578 lux ind
Cc1cc(OCC(=O)OCC(=O)NC2CCCCCC2)ccc1Cl,-0.9,.,12,-16,-5.5,-2,.,-0.3,1,4.2
CCC(C)Nc1nc2c(c(=O)n(C)c(=O)n2C)n1Cc1cccc(C)c1 (configuration not stated),0.2,2,0,13,-0.2,3,18,.,-1,4.0
COc1ccc(NC(=O)CS(=O)CC(=O)Nc2ccc(NC(C)=O)cc2)cc1 (configuration not stated),0.9,4,-3,15,-0.3,0,25,1.0,3,-0.3
CCOC(=O)c1[nH]c2cc(OC)c(OC)cc2c1NC(=O)C(C)N1CCN(Cc2ccccc2)CC1 (configuration not stated),0.8,0,12,-15,0.8,14,-23,.,-4,8.3
O=C(O)c1cn(-c2ccc(F)cc2)c(=O)c2ccccc12,-1.2,-6,-3,-7,-0.1,-5,33,-0.6,-1,-0.2
Cc1ccc(S(=O)(=O)N(C)CCN(C)S(=O)(=O)c2ccc(C)cc2)cc1,2.8,.,-10,-3,-0.3,3,.,2.7,5,.
Cc1ccc(OCC(O)CN2CCN(Cc3ccc4c(c3)OCO4)CC2)cc1C (configuration not stated),-0.4,3,3,-12,-0.1,15,2,0.3,-2,i
Brc1cccc(OCCCCn2cncn2)c1,0.7,0,-14,6,-3.0,2,9,0.4,-8,i
C[C@H](CO)N1C[C@H](C)[C@@H](CN(C)Cc2ccc3c(c2)OCO3)Oc2c(NC(=O)Cc3ccccc3)cccc2C1=O,-1.4,.,8,12,-0.2,25,.,0.7,5,1.3
COc1ccccc1-c1cc(C(=O)NC2CCN(C)CC2)c2ccc(Cl)c(C)c2n1,-0.5,1,2,18,1.2,-9,24,-0.5,-4,i
O=C(O)/C=C/c1cn(-c2ccccc2)nc1-c1cccs1,-0.2,6,-7,-16,-0.7,1,-9,-0.1,-14,-0.4
O=C1/C(=C/c2ccc3c(c2)OCO3)Oc2cc(OCC(=O)N3CCC[C@H]3C(=O)O)ccc21,5.0,4,-13,.,0.7,11,20,.,-1,-0.4
Cc1ccc(S(=O)(=O)Nc2ccc3c(c2)OCCO3)cc1,-0.7,2,-3,-9,-0.3,0,28,-1.4,-7,0.1
O=C(CCSCc1ccccc1F)NCc1cccs1,0.4,2,7,-12,-2.0,5,21,1.0,2,0.3
COc1ccc(NC2c3ccccc3C(=O)N2Cc2ccccc2Cl)cc1OC (configuration not stated),1.4,-2,31,1,-1.1,19,-8,-0.1,-9,-0.1
O=C(Nc1ccccc1NC(=O)c1ccco1)c1ccccc1,0.0,-1,-6,-18,1.0,1,-8,-0.6,0,-0.1
CN(Cc1nccs1)C(=O)C1CCC(=O)N(CCc2cccc(F)c2)C1 (configuration not stated),-1.8,4,-7,8,0.6,12,2,1.1,-2,1.6
CCN1CCN(C(=O)CCc2nnc(CCc3ccccc3OC)o2)[C@@H](C)C1=O,0.3,-6,0,2,-0.7,0,29,0.4,-1,0.7
O=C1CSC(=S)N1c1cccc(Cl)c1,0.5,-5,-9,0,-2.2,-1,7,0.4,3,-1.4
CCCCN(C)C1=Nc2cccc3cccc1c23,0.1,-2,-2,-5,1.6,1,0,.,0,3.2
COc1nc(N(CC(N)=O)S(=O)(=O)c2ccccc2)nc(C)c1Cl,-0.6,2,-12,3,0.4,12,27,0.6,5,2.4
Cc1c(Cl)c([N+](=O)[O-])nn1CCCC(=O)N(Cc1ccccc1)Cc1ccccc1,5.0,2,-4,7,-0.6,37,2,0.4,-2,i
CSCCC(NC(=O)c1ccc(Cl)cc1Cl)C(=O)NCC(c1cccs1)N(C)C (configuration not stated),1.0,.,8,-5,0.2,10,.,2.7,4,-0.6
O=C(NC12CC3CC(CC(C3)C1)C2)c1cc([N+](=O)[O-])ccc1N1CCOCC1,-0.1,2,11,6,0.3,21,4,0.8,-1,-0.2
CCCCN1C(=O)C(CC(=O)NCc2cccs2)CC(C(=O)N(C)C)=C1C (configuration not stated),.,.,.,-1,-0.3,2,.,1.5,2,-0.2
Cc1ccc(C(=O)N2c3ccccc3NC(=O)C2C)cc1 (configuration not stated),-0.1,0,3,9,0.9,4,5,1.2,-5,-0.5
Cc1nnc(Sc2cc(C(=O)NCc3ccco3)c3ccccc3n2)s1,-1.6,7,-10,-5,-0.1,4,0,.,-4,i
CC(=O)CN1C(=O)NC2(CCCc3ccccc32)C1=O (configuration not stated),1.7,0,1,-1,-1.5,-1,31,0.6,10,-0.3
O=C1OC(c2ccccc2)=N/C1=C\C=C\c1ccco1,-0.5,-1,-18,14,-0.1,-5,22,-1.8,-3,-0.3
COc1ccc(-n2nnnc2C(c2cccc(OC)c2OC)N2CCC(n3c(=O)[nH]c4ccccc43)CC2)cc1 (configuration not stated),.,.,.,8,0.3,.,.,1.5,-6,.
O=S(=O)(NCC1CCCO1)c1ccccc1 (configuration not stated),-1.4,3,4,9,-2.1,-5,1,0.8,-2,i
CCOc1nc(SC(C(C)=O)C(=O)Nc2ccccc2)nc(N(C)C)n1 (configuration not stated),-0.8,-4,-2,3,0.1,9,-5,.,-7,-3.4
COc1cc(-c2cc(C(=O)N(C)Cc3ccccc3)c3ccccc3n2)cc(OC)c1OC,-0.2,3,4,13,-0.6,23,35,1.6,-2,-0.2
CCN1C(=O)[C@@H]2[C@H](C1=O)[C@@H]1C(=O)Nc3ccccc3C(=O)N1[C@@H]2c1ccc(Br)cc1,-0.5,.,-14,-2,-0.2,4,.,2.0,-3,0.4
COc1ccccc1N1CCN(C2CCCN(C(=O)c3ccccn3)C2)CC1 (configuration not stated),0.0,3,-1,13,-2.4,9,5,0.0,-2,-0.6
Cc1nc2ncnn2c(Nc2ccc3c(c2)OCCO3)c1C,-1.3,1,-8,-11,4.0,11,.,.,-1,1.4
Cn1c(=O)c2c(n(C)c1=O)=NC1(CCCCC1)ON=2,-0.5,5,-10,3,-0.6,0,-12,.,-2,i
COC(=O)COc1ccc(S(=O)(=O)N2CCc3ccccc3C2)cc1,-1.7,-2,-9,1,-0.8,8,34,.,-4,-0.9
COc1ccccc1C(CC(=O)Nc1ccc(C)c(C)c1)c1ccc(OC(C)C)cc1 (configuration not stated),-0.8,0,0,15,0.0,17,-18,0.9,0,i
Cc1ccc(C(=O)Nc2sc3c(c2C(=O)O)CCCC3)o1,-1.3,10,-21,11,0.8,4,-6,-1.6,-2,-1.7
COc1cccc(/C=N/NC(=O)CC2C(=O)NN=C2C)c1OC (configuration not stated),-1.1,4,.,11,0.8,0,27,.,0,-5.6
Cc1cc(C)[n+](Cc2ccccc2)cc1C(N)=O,-2.1,.,1,4,0.7,3,.,1.3,1,-0.9
Cc1ccc(NC(=O)c2cc(C)nn2-c2ccccc2)cc1,1.3,2,0,0,-0.9,9,32,-0.6,-1,-0.2
Cc1[nH]n(-c2ccccc2)c(=O)c1N=Nc1ccccc1O,-1.0,-2,4,10,1.0,-8,7,-4.8,-1,-0.4
Cn1c(-c2ccc(F)cc2)cnc1SCC(=O)Nc1ccccc1,2.6,1,48,0,-1.2,4,26,-3.8,-3,0.4
COc1ccc(C(CC(=O)O)NC(=O)OC(C)(C)C)cc1 (configuration not stated),-0.8,1,-14,8,0.3,3,26,.,-2,i
COC(=O)c1ccc(CSc2nnc(NC(=O)C3CC(=O)N(Cc4ccc(C)cc4)C3)s2)cc1 (configuration not stated),5.4,-6,-3,13,0.5,12,-5,.,0,0.6
Cc1cc(C)n2nc(SCCCC(=O)c3ccccc3)nc2n1,0.0,6,0,-14,-0.6,-3,10,-1.3,0,i
COC(=O)c1ccc(N2C(=O)CC(N3CCN(c4ccccc4)CC3)C2=O)cc1 (configuration not stated),1.9,-2,7,16,-0.2,-4,.,.,-8,i
O=C1NC(=O)C2(C=C(c3ccccc3)C(O)(c3ccccc3)C2)N1 (configuration not stated),-2.0,.,-8,4,0.8,-2,.,0.3,-4,.
COc1cccc(/C=C/c2onc(C)c2S(=O)(=O)N2CCC(C(=O)NC3CCCCCC3)CC2)c1,-0.9,4,-2,-3,0.9,5,-37,-2.1,1,-0.3
Cc1cccc(NS(=O)(=O)c2ccc(-c3cnc(C4CC4)o3)cc2)c1,-0.3,11,-21,12,-0.3,-1,6,-0.7,-2,0.6
Cc1onc(-c2ccccc2Cl)c1C(=O)Nc1ccccc1C(=O)NC(C)C,0.8,1,-8,-3,0.0,-6,-4,.,-11,i
COc1cccc(CN2CCN(C(=O)CCc3nnc(C4CCCCC4)o3)CC2=O)c1,0.4,-2,-4,-6,0.1,12,19,1.0,6,i
Cc1ccc(S(=O)(=O)Cc2ccc([N+](=O)[O-])cc2)cc1,0.7,0,3,-16,-1.5,-3,30,0.6,-7,-0.4
COc1ccc(C(=O)N2CCc3ccccc3C2)cc1S(=O)(=O)N1CCCC1,.,.,.,11,0.0,2,.,0.1,2,-0.4
CCOc1cc(C2C3=C(CCCC3=O)Nc3nc(C(=O)OC)nn32)ccc1OC (configuration not stated),0.2,5,1,18,1.0,0,33,.,-1,-2.7
CN(C)c1cc(-c2ccc(F)cc2)oc(=O)c1Cl,-1.1,1,-19,-11,0.3,3,20,0.1,6,i
Cc1ccn2c(-c3csc(Nc4ccc(C(=O)O)cc4)n3)c(C)nc2c1,.,.,.,17,0.6,2,.,-0.7,-5,-0.3
Cc1nn(C2CCS(=O)(=O)C2)c(Cl)c1/C=C/C(=O)OCC(=O)c1c[nH]c2ccccc12 (configuration not stated),-0.1,6,-11,7,-0.1,5,5,0.8,0,i

# High-throughput results deposited in PubChem BioAssay by several laboratories.
